Screens: PubChem BioAssay, National Center for Advancing Translational Sciences (NCATS)
Cycloheximide cs: counter-screen hit for Shiga toxin inhibitors, cycloheximide; cell reporter, cycloheximide protein synthesis inhibition counterscreen; max response, %; hit rate 12% among 300,000; AID 2314; in the data active means max response mostly above about 13%, no sharp cut-off; inactive means mostly below about 14%; further: read at 38.3 µM for the half of the compounds with a filed dose; 0% is about no effect
FBPA Giardia inh: blocks Giardia fructose-bisphosphate aldolase activity; hit rate 0.71% among 290,000; purified Giardia FBPA; Potency, µM (titrated, usually from 59.6 µM), inactives show at the top dose activity, negative = inhibition, usual class: inhibitors; A8B2U2; further: potency means the concentration at half of the fitted maximal effect; on the % scale 0 is the no-effect control and ±100 the full control effect; nearly all actives have a fitted effect of over 55% in size
Target sequence (A8B2U2 whole entry, looked up): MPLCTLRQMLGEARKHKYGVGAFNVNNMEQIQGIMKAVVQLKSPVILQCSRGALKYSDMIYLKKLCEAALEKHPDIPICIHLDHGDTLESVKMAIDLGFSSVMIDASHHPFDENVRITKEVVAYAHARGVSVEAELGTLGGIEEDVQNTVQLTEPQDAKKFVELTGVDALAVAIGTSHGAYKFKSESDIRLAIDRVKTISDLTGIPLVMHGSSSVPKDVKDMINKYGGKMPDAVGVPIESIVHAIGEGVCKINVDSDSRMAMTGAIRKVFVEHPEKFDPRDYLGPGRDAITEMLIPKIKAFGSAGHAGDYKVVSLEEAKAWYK
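Giardia FBPA (40 nM reagent) was preincubated 10 min at RT with compound (up to 57.5 uM final), then substrate plus GAPDH/TPI/NAD/arsenate coupling system with diaphorase/resazurin was added; resorufin fluorescence (525/598 nm) was read after 20 min.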
Pf growth 96h: inhibits malaria parasite growth, 96 h; Potency, µM (doses to about 28.7 µM), for the others: at the top dose activity change, negative = inhibition, hits mostly inhibitors; hit rate 6.9% among 320,000; P. falciparum luciferase reporter growth, 96 h; further: potency means the concentration at half of the fitted maximal effect; on the % scale 0 is the no-effect control and ±100 the full control effect
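Compounds incubated with erythrocytes infected by luciferase-expressing P. falciparum (2% hematocrit, 0.05% parasitemia final) for 96 hours, 37 C in 5% CO2. Growth inhibition scored as decreased luciferase luminescence.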
Pf growth 48h: P. falciparum growth inhibition at 48 hours (one generation); P. falciparum luciferase growth in erythrocytes, 48 h; Potency, µM (titrated, usually from 28.7 µM), inactives show at the top dose activity change, negative = inhibition, usual class: inhibitors; hit rate 5.9% among 310,000; further: potency means the concentration at half of the fitted maximal effect; on the % scale 0 is the no-effect control and ±100 the full control effect
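Luminescence readout; reporter = integrated firefly luciferase in P. falciparum. RBC culture at 2% hematocrit, 0.1% parasitemia final, 37 C/5% CO2; decreased signal taken as growth inhibition.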
Shiga toxin inh: blocks Shiga toxin action in Vero cells. Vero cells, Shiga toxin protein synthesis inhibition reporter. inhibition, % at 38.7 µM. hit rate 9.2% among 290,000. AID 2315; in the data active means inhibition mostly above about 28%, no sharp cut-off; inactive means mostly below about 43%; further: 0% is about no effect
HCV inhibitor: HCV inhibition; Huh7.5.1 HCVcc-Cre infection, luciferase reporter, 44 h; Potency, µM (titrated, usually from 41.8 µM), without a hit: at the top dose activity change, negative = inhibition, actives largely listed as inhibitors; hit rate 3.4% among 340,000; AID 651820; further: potency means the concentration at half of the fitted maximal effect; on the % scale 0 is the no-effect control and ±100 the full control effect
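Luciferase read-out (15 sec integration) after a 15 min room-temperature substrate step quantifies HCVcc-Cre infection. Cells, 1,000 per well, had compound added 4 h post-plating, then virus at ~0.5 moi, and were cultured 44 h.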
* hit, by the source's call; u = inconclusive; x = not tested or not shown; + = active, no number; & = joins results of further samples; [ ] = another dose, or the depositor's remark. Unless noted, the call rests on the fitted dose curve; in most records, active means well fitted curve in the direction sought with a large enough effect; inconclusive means small, poorly fitted or top-dose-only effect, or another doubt; inactive means no such curve, though single readings can be large; an effect the other way counts as inactive or inconclusive.

Fields: Cycloheximide cs	FBPA Giardia inh	Pf growth 96h	Pf growth 48h	Shiga toxin inh	HCV inhibitor
COc1ccc(CC(=O)NCc2nnc(SCC(=O)Nc3nccs3)n2-c2ccccc2)cc1
  -4.5	0.9%	17.2%	u	-4.5	10.1%&0.2%
CN1CCN(c2nc(-c3cccnc3)nc3ccccc23)CC1
  0.9	1.9%&2.8%	-19.6%	u	-8.0	-24.0%
Cc1[nH]c2ccccc2c1C(=O)C(=O)NCCCc1ccccc1
  0.4	x	u	-14.8%	10.9	-3.1%
O=C(CCC(=O)N(CC(=O)NC1CCCCC1)Cc1cccs1)Nc1ccccn1
  10.1	7.9%	34.3%[activator]	-5.6%	-4.0	4.7%
CC(C)=CC1C(C(=O)OCc2cccc(Oc3ccccc3)c2)C1(C)C (stereo unspecified)
  x	-2.3%	u	u	x	x
CCCc1cc2c(=O)c(-c3ccccn3)c(C)oc2cc1O
  11.3	-1.1%	9.28µM*	u	38.9	-6.5%
CSCC[C@H](NC(=O)OC(C)(C)C)c1nnc(SCC(N)=O)o1
  0.6	-5.7%	135.9%	2.6%	-8.1	0.8%
O=c1cc(CCl)nc2sc3ccccc3n12
  11.9	3.2%	-11.3%	5.4%	23.7	7.3%
O=C(NCC(c1ccc(F)cc1)N1CCOCC1)c1ccccc1F (stereo unspecified)
  0.7	2.8%	25.2%	0.2%	-5.0	3.8%
Cn1c(CNC(=O)CNC(=O)c2ccc(C(C)(C)C)cc2)cc(=O)n(C)c1=O
  -3.8	-3.2%	19.9%	19.1%	-1.3	-0.8%
Cc1cccc(OCC(O)Cn2c(=N)n(CCN3CCOCC3)c3ccccc32)c1 (stereo unspecified)
  -5.0	12.2%	10.8%	u	-14.4	-11.5%
Cc1ccc(N(C)S(=O)(=O)c2csc(C(N)=O)c2)cc1C
  -0.8	11.9%	u	x	-4.5	-18.1%
CCN(CC)c1ccc(N=Cc2ccc(N(CC)CC)cc2O)cc1
  12.0	u	x	1.17µM*	28.7	-13.1%
COc1cccc(C(=O)OCC(=O)NCCCc2ccccc2)c1
  -2.2	3.5%	18.3%	x	-7.5	10.9%
Cc1ccc(C)c(OCCC(=O)OCC(=O)NNC(=O)c2ccccc2)c1
  x	x	-26.3%	u	x	8.6%
CCCCOc1ccc(/C(O)=C2/C(=O)C(=O)N(CCCOC)C2c2ccncc2)cc1C (stereo unspecified)
  -3.2	16.2%	x	u	-14.9	12.6%
CC1CCN(C(=O)COC(=O)c2cc(Cl)cc(Cl)c2N)CC1
  -3.2	0.2%	45.2%	x	-6.6	-4.8%
Cc1cc(C)nc(N2CCC(C(=O)Nc3cccc(C(F)(F)F)c3)CC2)n1
  -3.5	2.3%	-10.0%	17.0%	-11.3	u
CCN(CC)c1nc2c(c(=O)[nH]c(=O)n2C)n1Cc1ccccc1Cl
  -3.5	15.4%	-2.2%	32.8%[activator]	18.6	-7.5%
Cc1ccc(Cl)cc1N1CCN(S(=O)(=O)c2cccc(S(=O)(=O)N3CCCC3)c2)CC1
  -8.3	1.1%	u	-6.5%	-10.4	u
CCOc1cc(S(=O)(=O)N2CCN(Cc3ccccc3)CC2)ccc1Br
  7.1	-5.6%	69.2%[activator]	-72.9%	136.1*	2.6%
CCCCCCCCCCCCCCCC(=O)OC/C=C(C)/C=C/C=C(C)/C=C/C1=C(C)CCCC1(C)C
  x	8.7%	41.7%[activator]	-5.5%	x	10.9%
C=CCn1c(=O)c2c3c(sc2n2c(Nc4ccc(OC)cc4)nnc12)CCCC3
  1.2	0.3%	u	u	-10.8	u
CC(=O)NC1C(=O)N=C(SCC(=O)Nc2sc3c(c2C#N)CCCCCC3)NC1=O (stereo unspecified)
  -1.4	7.3%	15.4%	15.8%	30.2	10.8%
CCOC(=O)c1ccc2nc(NC(=O)C(C)C)sc2c1
  43.5*	-1.1%	-52.2%	104.7%[activator]	59.2*	u
CCCCCSc1nc2c(c(=O)[nH]c(=O)n2C)n1C(C)C
  -4.6	1.0%	11.7µM*	u	-9.3	-1.1%
CC1CN(C(=O)COC(=O)c2ccc(F)cc2Cl)CC(C)O1 (stereo unspecified)
  0.9	-1.3%	22.4%	16.9%	14.0	2.7%
CCOc1ccc(C2Nc3cccc4cccc(c34)N2)cc1OC
  -3.2	u	6.7%	-9.6%	-3.7	25.4%
COC(=O)Cn1c(=O)c2c(nc3n2CCCN3CCc2ccccc2)n(C)c1=O
  -2.7	5.8%	u	-13.8%	-3.6	-0.7%
O=C(Nc1ccccc1)N1CCCN(c2ccc(C(F)(F)F)cn2)CC1
  -0.5	6.8%	-5.5%	u	15.7	11.2µM*
COc1ccc(S(=O)(=O)N2CCCCC2)cc1NCC(=O)Nc1ccc(C)cc1
  13.5	3.6%	-29.0%	-3.7%	6.7	u
Cc1ccc2cc3cc(C(=O)N4CCCCCC4)oc3nc2c1
  43.7*	-3.3%	x	u	88.9*	-5.5%
Cc1ccc(S(=O)(=O)NNC(=S)Nc2ccc(Cl)cc2)cc1
  -0.5	1.9%	-1.7%	-6.8%	4.0	19.7%
Cc1oc(-c2ccccc2F)nc1CS(=O)(=O)CC(=O)NC1CCCC(C)C1C (stereo unspecified)
  4.5	x	-13.5%	19.6%	-1.2	-21.0%
CN1CC=C2C(C#N)=C(N)C(C#N)(C#N)C(Cc3ccccc3)C2C1 (stereo unspecified)
  7.5	u	-2.2%	u	-2.3	u
CCCN(CC(=O)Nc1ccccc1OC)C(=O)c1ccncc1
  -1.8	-6.7%	20.1%	39.5%[activator]	-15.9	23.9%
Cc1cccc(NC(=O)Nc2ccc(C#N)cc2)n1
  17.6*	-9.0%	u	-7.4%	17.3	3.8%
CC(C)c1ccc(/C=C/C(=O)n2nnc3ccccc32)cc1
  21.5	-0.6%	16.3%	12.1%	8.7	-3.2%
O=C(Nc1cccc(S(=O)(=O)N2CCOCC2)c1)c1cccc(S(=O)(=O)N2CCCC2)c1
  x	x	u	u	x	u
Cn1cc(Br)c(C(=O)N/N=C/c2cccc(OC3CSC3)c2)n1
  56.6*	-27.0%	-3.2%	33.8%[activator]	+	-10.6%
CCOc1ccc(OCCC(=O)OCC(=O)NC(C)c2ccccc2)cc1 (stereo unspecified)
  x	x	9.8%	5.5%	x	-3.1%
Cn1c(SCc2nc(-c3ccccc3)no2)nnc1-c1ccco1
  0.9	1.3%	7.6%	-15.9%	16.1	-3.0%
COCCCN=CC1=C(O)CC(C)(C)CC1=O
  -1.0	5.3%	103.2%[activator]	32.0%[activator]	-9.7	x
CCCn1c(=O)c(C(=O)NCc2ccccc2)c(O)c2ccccc21
  1.6	1.9%	-22.8%	21.9%	0.9	u
COC(C(=O)Nc1ccc(S(=O)(=O)Nc2ccc(F)cc2)cc1)c1ccccc1 (stereo unspecified)
  -4.6	0.5%	u	5.1%	-7.5	0.4%
O=C(NCc1n[nH]c(=S)n1-c1ccc(F)cc1)c1ccc(S(=O)(=O)N2CCCCC2)cc1
  -1.8	8.2%	-28.9%	25.9%	2.7	7.4%
N#C[C@@H]1N(Cc2ccccc2)C(=O)[C@H]2CC3C=CC21O3 (stereo partly specified)
  x	x	68.2%[activator]	-3.8%	x	-4.3%
O=C(CNC(=O)c1ccccc1F)N/N=C/c1ccco1
  12.3	-8.1%	34.5%[activator]	42.3%[activator]	6.5	10.2%
CC1=CC(C)C(C(=O)O)C(C(=O)O)C1 (stereo unspecified)
  5.3	0.2%	-13.4%	-12.4%	35.1	1.0%
Cc1ccc(/C=N/NC(=O)c2cccc(S(=O)(=O)Nc3cccc(Cl)c3)c2)o1
  -2.9	-1.2%	-22.1%[5.75 µM]	18.3%	10.9	6.3%
COc1cc(CN2CCN(C(=O)c3cccc4ccccc34)CC2)cc(OC)c1O
  -2.2	u	14.7µM*	-0.3%	x	3.4%
O=C(NNC(=O)C1CCC(C(=O)NNC(=O)c2cccs2)CC1)c1cccs1 (stereo unspecified)
  2.2	4.2%	1.9%	6.5%	5.9	22.0%
O=C1c2ccccc2NC(c2ccccn2)N1NS(=O)(=O)c1ccccc1 (stereo unspecified)
  3.3	-6.6%	u	7.9%	-6.2	16.2%
COc1ccccc1C(=O)NC(=S)Nc1ccc(N2CCOCC2)c(Cl)c1
  12.7	-13.7%	-9.8%	u	19.1	-7.0%
Cc1ccccc1-n1c(SCC(=O)O)nc2sc3c(c2c1=O)CCCC3
  -9.2	-3.9%	u	5.9%	2.4	u
O=C1CC(NCc2ccccc2F)C(=O)N1c1ccccc1 (stereo unspecified)
  -3.3	0.9%	u	6.2%	-9.2	2.4%
CN1C(=O)C(O)(CC(=O)c2ccncc2)c2ccccc21 (stereo unspecified)
  8.9	-5.6%	u	x	-14.5	0.3%
CCO[C@H]1OC(C(=O)NCc2nc3ccccc3[nH]2)=C[C@@H](C)[C@@H]1CCCO
  -1.4	7.0%	46.5%[activator]	48.6%[activator]	-9.6	u
OC1OC[C@@H](O)[C@@H](O)[C@@H]1O (stereo partly specified)
  -4.9	6.7%	x	x	-13.1	x
COCCN(CCOC)c1ncnc2c1cnn2-c1ccc(Cl)cc1
  59.6*	-0.2%	0.0%	106.6%[activator]	76.3*	u

Given tab-delimited: entries from further up
SMILES	Cycloheximide cs	FBPA Giardia inh	Pf growth 96h	Pf growth 48h	Shiga toxin inh	HCV inhibitor
O=C(NNC(=O)C1CCC(C(=O)NNC(=O)c2cccs2)CC1)c1cccs1 (stereo unspecified)	2.2	4.2%	1.9%	6.5%	5.9	22.0%
CCCn1c(=O)c(C(=O)NCc2ccccc2)c(O)c2ccccc21	1.6	1.9%	-22.8%	21.9%	0.9	u
COc1cc(CN2CCN(C(=O)c3cccc4ccccc34)CC2)cc(OC)c1O	-2.2	u	14.7µM*	-0.3%	x	3.4%
CN1C(=O)C(O)(CC(=O)c2ccncc2)c2ccccc21 (stereo unspecified)	8.9	-5.6%	u	x	-14.5	0.3%
O=C(CNC(=O)c1ccccc1F)N/N=C/c1ccco1	12.3	-8.1%	34.5%[activator]	42.3%[activator]	6.5	10.2%

Additional entries follow:
Fields: Cycloheximide cs	FBPA Giardia inh	Pf growth 96h	Pf growth 48h	Shiga toxin inh	HCV inhibitor
Cc1ccc(N=CC=C2OC(C)(C)C(C)(C)O2)c(C)c1
  10.1	4.9%	19.7%	u	33.7	-3.3%
O=C(O)CNS(=O)(=O)c1ccc(Br)s1
  -1.8	-3.1%	35.3%[activator]	12.2%	-16.0	-7.5%
Cn1c(-c2ccc(Br)cc2)cnc1NCc1cccnc1
  10.0	x	u	u	-19.7	-7.7%
COC(=O)c1ccccc1NC(=O)NC1CCC(C)CC1 (stereo unspecified)
  16.3*	-0.8%	11.6%	56.4%[activator]	33.7*	-10.0%
